Screening results as filed in PubChem BioAssay.
KOR beta-arrestin-1: KOR agonists, beta-arrestin recruitment, primary screen, cell-based, luminescence, uHTS (AID 1777) | KOR beta-arrestin recruitment, luminescence; higher % means a stronger effect | activation, % at 10 µM; hits with a dose series show EC50 in µM | hit rate 0.02% among 280,000; in the data active means activation above about 50%, passing the limit was not always enough; further: a part of the inactive calls stands beside numbers as strong as those of hits
NS5 inhibitors: flavivirus cap methylation enzyme inhibition – biochemical, confirmation dose response, primary screen (AID 588689); inhibition, % at 25 µM; hits with a dose series show IC50 in µM; Dengue-2 NS5 methyltransferase capping enzyme assay, biochemical; higher % means a stronger effect; hit rate 0.3% among 340,000; in the data active means a potency from the dose series
HEK293 NOD2/NF-kB: NOD2 signaling inhibitors, cell-based, luminescence, uHTS, HEK293 (AID 1566) | HEK293 NOD2/NF-kB luciferase reporter, luminescence; higher % means a stronger effect | inhibition, % at 4 µM; hits with a dose series show EC50 in µM | hit rate 0.63% among 290,000; further: many of its hits are not listed in these tables
KOR beta-arrestin-2: KOR antagonists, beta-arrestin recruitment, cell-based, luminescence, uHTS (AID 1778); KOR beta-arrestin recruitment, luminescence, antagonist mode; higher % means a stronger effect; inhibition, % at 10 µM, or IC50 in µM where a hit was titrated; hit rate 0.091% among 290,000; further: strong numbers were not always called active
West Nile antiviral: inhibition of WNV-induced cytopathic effect – cell-based, CPE readout (AID 1621) | West Nile virus-infected cells, CPE inhibition; higher % means a stronger effect | CPE inhibition, % at 10 µM, or IC50 in µM where a hit was titrated | hit rate 0.02% among 290,000; in the data active means a potency from the dose series; further: strong numbers were not always called active
NOD1 NF-kB reporter: NOD1 signaling inhibitors, primary screen, cell-based, luminescence, uHTS (AID 1578); NOD1-driven NF-kB luciferase reporter cells, luminescence; higher % means a stronger effect; inhibition, % at 4 µM, or EC50 in µM where a hit was titrated; hit rate 1% among 290,000; in the data active means inhibition mostly above about 36%, no sharp cut-off; inactive means mostly below about 34%;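 further: HEK-293T reporter cells stimulated with the NOD1 agonist gamma-tri-DAP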
HIV peptide binding: cell-free HIV fusion peptide-binding blockers – biochemical, uHTS, fluorescence dequenching, primary screen (AID 1986); cell-free peptide binding, fluorescence dequenching, 30 min; higher % means a stronger effect; inhibition, % at 20 µM; hits with a dose series show IC50 in µM; hit rate 0.3% among 290,000; in the data active means inhibition mostly above about 52%, no sharp cut-off; inactive means mostly below about 76%; further: some results filed as inactive read as strong as hits
AID2073: disruptors of CaV2.2 binding to Mint1 – biochemical, HTRF (AID 2073) | HTRF protein-protein interaction, Mint1-CaV2.2; higher % means a stronger effect | inhibition, % at 20 µM; hits with a dose series show IC50 in µM | hit rate 0.19% among 290,000; in the data active means inhibition mostly above about 51%, no sharp cut-off; further: some results filed as inactive read as strong as hits
Yfh1-off respiration: mitochondrial function rescue without frataxin homolog – Friedreich's ataxia, plus single-dose screen, dose response (AID 1465); one-dose fold induction at 50 µM; EC50 in µM for titrated hits; S. cerevisiae Yfh1-off respiration, WST-1 reduction, 72 h; higher fold induction means a stronger effect; hit rate 0.074% among 220,000;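 active means fold induction of absorbance versus untreated yeast above a set limit, then at least 30% activation at any dose in follow-up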;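 further: activators that raise dye reduction in frataxin-depleted yeast; strong numbers were not always called active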
NS5 inhibitors pilot replicate: recorded beside NS5 inhibitors, whose call it bears; inhibition, %; measured here: pilot screen replicate inhibition
Numbers without * were called inactive; i = inactive; . = not tested or not shown; [ ] = another dose, or the depositor's remark. Unless noted, no stated cut-off is given here; in the data, active means inhibition above about 50%; inactive means the rest. An excerpt; rates above refer to the full screens.

SMILES	KOR beta-arrestin-1	NS5 inhibitors	HEK293 NOD2/NF-kB	KOR beta-arrestin-2	West Nile antiviral	NOD1 NF-kB reporter	HIV peptide binding	AID2073	Yfh1-off respiration	others
COc1cc(/C=C2/SC(=S)N(C)C2=O)ccc1OC(=O)c1ccco1	-0.1%	2%	14%	6%	-0.7%	-27%	6.9%	34%	i
O=S(=O)(c1cccc2nsnc12)N1CCCCC1	8.7%	-4%	8%	6%	-0.2%	-10%	0.6%	8%	.
O=C(Nc1ccccc1F)c1c[nH]c(=O)[nH]c1=O	1.0%	-9%	-2%	15%	0.3%	-3%	-0.1%	26%	i
CCOc1ccccc1N(CC(=O)Nc1ccc(S(=O)(=O)N2CCCC2)cc1)S(C)(=O)=O	-1.8%	0%	-4%	22%	0.0%	-29%	-0.8%	4%	.
CCOC(=O)c1sc2nc(CSc3ccccc3)[nH]c(=O)c2c1C	30%	-2%	.	-59%	-0.2%	.	-0.2%	-1%	i
Cc1cc(C)n2ncc(C(=O)NCc3ccc(Cl)cc3)c2n1	1.3%	-2%	-3%	-21%	-0.8%	11%	-2.9%	9%	i
Cc1nc(Nc2ccccc2Br)c2nnn(Cc3ccccc3)c2n1	-2.6%	-11%	14%	-20%[20 µM]	-1.2%	-11%	-0.3%	-1%	.
CC(C)Oc1ccc(CC(=O)NNC(=S)Nc2ccccc2)cc1	-0.9%	-4%	-1%	-22%	0.1%	-6%	-2.3%	-39%	i
OCCNCc1ccc(OC2CCCC2)cc1	-1.8%	1%	-5%	-19%	-0.3%	2%	-1.2%	-4%	i
CC(C)NC(=O)COC(=O)/C=C/c1ccc(F)cc1	-0.8%	2%	0%	-11%	-0.2%	-16%	-0.5%	-1%	i
C/C(=N/NC(=O)CNC(=O)c1ccco1)c1ccco1	0.5%	0%	7%	-10%	-0.4%	-13%	0.7%	7%	.
COc1cccc(-n2c([S-])c(C(=O)Nc3ccc(S(=O)(=O)N4CCOCC4)cc3)[n+]3cc(C(N)=O)ccc23)c1	-2.9%	13%	16%	32%	1.3%	4%	12%	8%	i
COc1cc2c(cc1OC)CN(C(=O)C(CCSC)NS(=O)(=O)c1ccc(C)cc1)CC2 (configuration not stated)	-5.9%	-4%	26%	-3%	-0.3%	0%	-0.4%	-6%	.
O=C(Nc1ccc(OC(=O)c2cccs2)cc1)c1ccco1	-0.7%	-7%	-17%	28%	-0.5%	-22%	-1.0%	-3%	i
Cc1onc(-c2ccccc2Cl)c1C(=O)N1CCCCC1C(=O)O (configuration not stated)	-0.8%	3%	8%	10%	1.2%	-18%	-2.0%	13%	i
CCOc1ccc(C(=O)NCCc2ccc3c(c2)OCCO3)cc1	-1.0%	-7%	20%	-20%	0.0%	-11%	-2.1%	13%	i
Cc1cc(C(=O)N/N=C\c2cc(C(C)(C)C)c(O)c(C(C)(C)C)c2)n[nH]1	-3.9%	2%	7%	-37%	0.0%	-4%	-0.8%	3%	.
O=C(CCCSc1nc2ccccc2s1)NCc1ccco1	-4.0%	-2%	4%	37%	-0.2%	-12%	-1.2%	4%	i
COC(=O)c1ccccc1NC(=O)Cn1nnc(-c2ccc3c(c2)OCO3)n1	6.7%	-1%	14%	-38%	-0.8%	8%	-0.2%	2%	.
Cc1sc(NC(=O)CSc2nc(N)cc(N)n2)c(C#N)c1C	5.2%	-1%	31%	15%	-0.2%	2%	-1.5%	-8%	i
O=C(O)c1ccc(Cl)c(NC(=S)NC(=O)c2cccc(COc3ccccc3)c2)c1	4.2%	1%	36%	-30%	0.0%	25%	61%	14%	.
Cc1ccc2c(CN(C)Cc3cccc(F)c3)cc(=O)oc2c1C	-5.6%	1%	-15%	-3%	-1.6%	-16%	0.2%	1%	.
CCOC(=O)c1ccc(Nc2nc(C(=O)OCC)nc3ccccc23)cc1	1.3%	-10%	1%	8%	0.6%	23%	-1.2%	-3%	i
C=CCN1C(=O)C(C)NC1=S (configuration not stated)	3.2%	1%	-7%	9%	0.1%	10%	-0.1%	-11%	i
CCOC(=O)COc1ccccc1C(=O)c1cnn(-c2ccccc2)c1	-12%	-10%	19%	0%	-0.1%	9%	-1.6%	41%	.
SMILES	KOR beta-arrestin-1	NS5 inhibitors	HEK293 NOD2/NF-kB	KOR beta-arrestin-2	West Nile antiviral	NOD1 NF-kB reporter	HIV peptide binding	AID2073	Yfh1-off respiration	others
Cc1cccc(NC(=O)Cn2c(=O)n(Cc3ccccc3)c(=O)c3c(C)c(C)sc32)c1	0.8%	-2%	-15%	15%	-1.2%	-11%	3.0%	5%	i
Cc1ccc(C)c(N2CCN(C(=O)c3cc(S(=O)(=O)N4CCOCC4)ccc3F)CC2)c1	7.0%	1%	14%	-58%	-1.6%	10%	-0.8%	-1%	i
COC(CN(C(=O)CCl)C(C(=O)NC1CCCC(C)C1C)c1ccc(C)cc1)OC (configuration not stated)	-4.6%	1%	.	-3%	-1.8%	.	-0.2%	2%	i
Cc1cc(C)c(S(=O)(=O)N(C)CC(=O)NCC2CCCO2)c(C)c1 (configuration not stated)	-5.6%	2%	-1%	-38%	0.1%	-26%	-1.3%	0%	.
C=CCN1C(=O)C(C)(C)N(C(C)=O)c2ccccc21	-2.6%	0%	18%	-10%	-0.1%	-10%	-2.6%	-2%	i
CNC(=S)NNC(=O)c1sc(-c2cc(C)on2)nc1C	0.1%	.	18%	12%	-0.1%	0%	-1.7%	-28%	i
CC/C(=N\NC(=O)c1c(C)nc2ccccn12)c1ccc(Cl)cc1	-2.9%	-5%	19%	-15%	-0.3%	2%	-1.7%	15%	.
CCc1nnc(NC(=O)CN2CCN(Cc3ccc(F)cc3)CC2)s1	3.9%	-9%	8%	-63%[20 µM]	-0.5%	7%	3.2%	6%	.
O=C(Cc1ccccc1F)NNC(=O)c1ccncc1	-0.6%	-5%	8%	3%	-0.4%	-20%	0.9%	11%	.
CC(C)c1cc(C(=O)N2CCCC(N3CCN(c4ccccc4F)CC3)C2)nc(N)n1 (configuration not stated)	1.5%	0%	-15%	20%	0.8%	-12%	3.3%	4%	.
COc1ccc(Cl)cc1NC(=O)NCCN1CCCCC1	-8.1%	0%	-10%	3%	0.4%	-28%	1.2%	-5%	i
Fc1ccc(N=C2NN=C(c3cc(F)ccc3F)CS2)cc1	4.5%	7%	-47%	30%	-1.8%	-54%	3.5%	-61%	i
Cc1cc2nc(Sc3c([N+](=O)[O-])nc(C)n3Cc3ccccc3)[nH]c2cc1C	-4.7%	-10%	-27%	13%	14%	36%	1.2%	-19%	i
CSc1nc(NCC(C)O)c2c3c(sc2n1)CN(C)CC3 (configuration not stated)	2.6%	-2%	10%	-8%	-0.3%	-5%	7.1%	2%	.
O=C(NCCC1=CCCCC1)C1CCCN(S(=O)(=O)c2cccnc2)C1 (configuration not stated)	-3.7%	-20%	-11%	6%	-0.2%	-12%	2.0%	-8%	i
Nc1c2c(nc3sc4c(c13)CCCC4)-c1ccccc1CC2	1.1%	0%	-202%	10%	0.0%	-13%	-0.3%	16%	i
CCOc1ccc(Cc2noc3c2C(=O)CC(C)(C)C3)cc1OCC	6.1%	-1%	8%	9%	-1.5%	-21%	-1.4%	-9%	i
C=CCc1ccc(OCCCCOc2ccc(C(=O)O)cc2)c(OC)c1	-10%	.	28%	-5%[20 µM]	0.7%	-26%	8.2%	9%	i
Cc1ccc(NC(NC(=O)c2cccnc2)C(Cl)(Cl)Cl)cc1 (configuration not stated)	-1.6%	1%	17%	10%	0.8%	-5%	2.3%	3%	i
O=C(NCC1CCCO1)c1nnc(Cc2ccc(F)cc2)o1 (configuration not stated)	2.0%	-3%	3%	-1%	.	-18%	3.5%	4%	.
S=C(NC1CCCC1)NN1CCOCC1	-0.2%	-4%	9%	-24%	0.4%	1%	0.0%	-1%	i
CCOC(=O)CNC(=O)Cn1cnc2c(cnn2-c2ccc(C)cc2)c1=O	-4.2%	5%	11%	-31%[20 µM]	-1.1%	-8%	-1.9%	9%	.
Cc1ccc(NCc2nnc(SCC(=O)O)n2-c2ccc(C)cc2)cc1	.	5%	-24%	-20%[20 µM]	-0.1%	0%	-1.5%	4%	i
COc1cc(/C=C/C(=O)OCN2C(=O)c3ccccc3C2=O)ccc1OC(F)F	-2.8%	1%	8%	10%	-0.6%	-11%	-0.8%	-3%	.
Cc1ccc(N(CC2CO2)S(=O)(=O)c2ccc(C)cc2)cc1 (configuration not stated)	-3.7%	.	4%	-4%	-0.5%	24%	0.6%	6%	i
SMILES	KOR beta-arrestin-1	NS5 inhibitors	HEK293 NOD2/NF-kB	KOR beta-arrestin-2	West Nile antiviral	NOD1 NF-kB reporter	HIV peptide binding	AID2073	Yfh1-off respiration	others
Cc1nc(SCC(=O)NCC2CCCO2)c2c3c(sc2n1)CCCC3 (configuration not stated)	3.3%	-5%	-3%	-28%	0.1%	-17%	0.9%	-4%	.
Cn1ccsc1=NC(=O)c1cccc(OC(F)F)c1	-4.8%	-5%	-23%	25%	-0.5%	-12%	-1.3%	12%	.
COc1ccc(S(=O)(=O)N2CCC(C(=O)NCC(c3cccs3)N(C)C)CC2)cc1 (configuration not stated)	6.4%	-1%	-4%	-9%	-0.8%	-21%	1.9%	-4%	i
Cc1ccc(N2CC(C(=O)Nc3cccnc3)CC2=O)cc1 (configuration not stated)	-3.5%	9%	4%	25%	0.5%	-11%	0.7%	48%	i	NS5 inhibitors pilot replicate=-1.5
N#Cc1ccccc1OCC(=O)NC(=O)NCc1ccco1	4.3%	-11%	-60%	-7%	0.6%	-2%	-0.9%	2%	i
Cc1csc(NC(=O)CCCC(=O)c2ccccc2)n1	-24%	-5%	10%	14%	-0.3%	6%	-0.6%	5%	.
CC[N+](CC)(CC)C/C(N)=N/O	-3.8%	8%	24%	14%	-0.5%	12%	-0.7%	-11%	.
COc1ccc(N2CC(C(=O)O)CC2=O)cc1 (configuration not stated)	7.8%	0%	20%	-1%	0.0%	-14%	1.4%	10%	i
COc1ccc(Cc2nnc(NC(=O)C3CC(=O)N(c4ccc(OC)cc4)C3)s2)cc1 (configuration not stated)	-0.5%	2%	10%	-4%	-0.1%	14%	1.6%	-1%	.
O=C(Cc1ccccc1)NN1CCCCC1	-4.4%	-2%	14%	6%	0.1%	17%	1.2%	-2%	.
CC(=O)Nc1ccc2c(c1)OCCOCCOc1cc(NC(C)=O)ccc1OCCOCCOCCO2	0.0%	.	9%	6%	.	8%	-0.4%	21%	.
O=C(NCc1ccccn1)c1cc(-c2ccc(-c3ccccc3)cc2)nc2ccccc12	-1.7%	1%	-64%	-18%	1.3%	22%	9.3%	16%	i

In the list so far, 5 have a furan ring, fused or not.
SMILES	KOR beta-arrestin-1	NS5 inhibitors	HEK293 NOD2/NF-kB	KOR beta-arrestin-2	West Nile antiviral	NOD1 NF-kB reporter	HIV peptide binding	AID2073	Yfh1-off respiration	others
COc1cc(/C=C2/SC(=S)N(C)C2=O)ccc1OC(=O)c1ccco1	-0.1%	2%	14%	6%	-0.7%	-27%	6.9%	34%	i
C/C(=N/NC(=O)CNC(=O)c1ccco1)c1ccco1	0.5%	0%	7%	-10%	-0.4%	-13%	0.7%	7%	.
O=C(Nc1ccc(OC(=O)c2cccs2)cc1)c1ccco1	-0.7%	-7%	-17%	28%	-0.5%	-22%	-1.0%	-3%	i
O=C(CCCSc1nc2ccccc2s1)NCc1ccco1	-4.0%	-2%	4%	37%	-0.2%	-12%	-1.2%	4%	i
N#Cc1ccccc1OCC(=O)NC(=O)NCc1ccco1	4.3%	-11%	-60%	-7%	0.6%	-2%	-0.9%	2%	i
